Screening results: PubChem BioAssay, several laboratories
GLD-1 TGE inh – GLD-1/TGE RNA complex disruptors, primary screen, biochemical, fluorescence polarization; purified GLD-1 + fluorescein TGE RNA; 320,000 tested, 0.44% active; inhibition, % at 5.96 µM;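 active means percent inhibition above a per-plate cutoff, the plate mean of test compounds plus 3 SD, cut at about 30% in these data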;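 further: 0% = DMSO wells with GLD-1 and probe and 100% = wells lacking GLD-1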
Bcl-xL primary – inhibitors of human Bcl-xL, primary screen, biochemical, fluorescence polarization, HTS; 320,000 tested, 0.7% active; AID 2129, 2009; inhibition, % at 10.9 µM; Bcl-2-like protein 1 (Homo sapiens), Q07817; GST-Bcl-xL / FITC-Bim BH3 peptide fluorescence polarization;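 active means inhibition above the mean of all tested compounds plus 3 SD, cutoff set per campaign, cut at about 30% in these data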;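 further: 0% = DMSO wells and 100% = unlabeled Bim-BH3 peptide competitor; inhibitors lower millipolarization by displacing the labeled peptide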
MEX-5 binding – MEX-5 zinc finger RNA-binding disruptors – biochemical, C. elegans, fluorescence polarization, MLPCN library, primary screen. Zinc finger protein mex-5 (Caenorhabditis elegans), Q9XUB2. MEX-5/FITC-TCR2 RNA binding; active compounds read low. activity score (negative = inhibition of binding), % at 10 µM. 300,000 tested, 0.38% active;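 active means inhibition past about -25% in most replicates, and total fluorescence under double the plate's negative control median, limit read from the data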;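 further: 0% = DMSO and -100% = 5 µM competing unlabeled TCR2 RNA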
PAD4 FP inh – human PAD4 inhibitors, primary screen, biochemical, fluorescence polarization, 1536-well format | recombinant PAD4, RCA probe fluorescence polarization | AID 485272, 2010 | inhibition, % at 6.36 µM | Protein-arginine deiminase type-4 (Homo sapiens), Q9UM07 | 330,000 tested, 0.41% active;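 active means percent inhibition above a cutoff equal to the mean of all tested compounds plus 3 SD, cut at about 15% in these data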;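 further: 0% = PAD4 with RCA probe and DMSO and 100% = probe without PAD4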
Target sequence (Q9UM07 whole entry, looked up): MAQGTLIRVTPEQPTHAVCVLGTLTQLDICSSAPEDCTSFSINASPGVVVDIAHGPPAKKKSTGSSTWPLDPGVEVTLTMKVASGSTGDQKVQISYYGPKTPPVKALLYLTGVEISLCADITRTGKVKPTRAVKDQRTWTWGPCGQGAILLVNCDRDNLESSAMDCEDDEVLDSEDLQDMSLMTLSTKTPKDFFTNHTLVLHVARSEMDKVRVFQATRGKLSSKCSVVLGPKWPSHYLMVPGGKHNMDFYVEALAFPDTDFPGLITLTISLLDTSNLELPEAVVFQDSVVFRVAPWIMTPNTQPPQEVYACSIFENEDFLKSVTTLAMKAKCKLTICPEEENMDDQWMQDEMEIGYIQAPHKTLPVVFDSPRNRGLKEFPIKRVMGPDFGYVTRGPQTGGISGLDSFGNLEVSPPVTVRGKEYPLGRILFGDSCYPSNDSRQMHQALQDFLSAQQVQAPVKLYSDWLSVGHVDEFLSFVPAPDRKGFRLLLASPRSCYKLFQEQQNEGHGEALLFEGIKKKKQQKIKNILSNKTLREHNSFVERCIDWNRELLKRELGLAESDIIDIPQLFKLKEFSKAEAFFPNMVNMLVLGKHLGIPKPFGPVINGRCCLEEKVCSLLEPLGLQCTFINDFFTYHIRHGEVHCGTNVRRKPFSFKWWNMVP
GSTO1 inh – inhibitors of recombinant GSTO1, primary screen, counter-screen for RBBP9 inhibitor project, biochemical, fluorescence polarization; Glutathione S-transferase omega-1 (Homo sapiens), P78417; activity-based probe fluorescence polarization; inhibition, % at 5.96 µM; 300,000 tested, 1.1% active; AID 1974, 2009;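 active means inhibition above the campaign mean inhibition plus 3 SD, cut at about 35% in these data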;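 further: 0% = GSTO1-1 with DMSO and 100% = wells lacking GSTO1-1 enzyme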
Target sequence (P78417 whole entry, looked up): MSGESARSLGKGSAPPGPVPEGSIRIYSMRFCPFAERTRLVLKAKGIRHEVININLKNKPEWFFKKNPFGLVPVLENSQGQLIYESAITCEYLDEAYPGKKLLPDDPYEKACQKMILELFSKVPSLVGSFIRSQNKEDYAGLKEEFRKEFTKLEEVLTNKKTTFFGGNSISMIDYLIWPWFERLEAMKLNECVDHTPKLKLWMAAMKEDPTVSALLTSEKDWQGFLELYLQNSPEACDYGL
TPT1 inhibitor – Candida albicans TPT1 enzyme inhibitors, primary screen, biochemical, fluorescence polarization; tRNA 2'-phosphotransferase TPT1 (Candida albicans SC5314); recombinant caTPT1, FP RNA substrate dephosphorylation; inhibition, % at 5 µM; 300,000 tested, 0.81% active;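 active means inhibition above the mean of all tested compounds plus 3 SD, set per screening campaign, cut at about 24% in these data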;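 further: plate controls were DMSO alone for no effect and ferristatin control at 100 nM for full effect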
MCL1-BIM inh – inhibitors of MCL1 binding to BIM-BH3, primary screen, biochemical, fluorescence polarization; Induced myeloid leukemia cell differentiation protein Mcl-1 (Homo sapiens), Q07820; GST-MCL1 / FITC-Bim-BH3 fluorescence polarization; inhibition, % at 10.9 µM; 320,000 tested, 0.68% active; AID 2057, 2009;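 active means inhibition above the mean inhibition of all tested compounds plus 3 SD, set per campaign, cut at about 40% in these data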;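 further: 0% = DMSO wells and 100% = unlabeled Bim-BH3 peptide control; higher means more loss of mP so more displacement of Bim peptide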
PME-1 primary – PME-1 inhibitors via competitive probe labeling, primary screen, biochemical, fluorescence polarization, FP-Rh probe, HTS; recombinant PME-1; Protein phosphatase methylesterase 1 (Homo sapiens), Q9Y570; 320,000 tested, 0.53% active; inhibition, % at 5.9 µM;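 active means inhibition above the campaign mean of all compounds plus 3 SD, cut at about 26% in these data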;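 further: competitive labeling of PME-1 active site by serine hydrolase directed probe; 0% = PME-1 with DMSO and 100% = wells lacking PME-1 enzyme; inhibitors block probe labeling so polarization falls and inhibition rises; many of its hits are not listed in these tables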
Fam108B counter – mouse Fam108B serine hydrolase inhibitors, primary screen, counter-screen for RBBP9 inhibitor project, biochemical, fluorescence polarization. recombinant Fam108B, FP-Rh probe fluorescence polarization. inhibition, % at 9.51 µM. 300,000 tested, 0.33% active. AID 1947, 2009;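 active means inhibition above the screen mean inhibition plus 3 SD, computed separately per campaign, cut at about 18% in these data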;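 further: inhibitors lower polarization as less probe binds the enzyme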
* hit, by the source's call; / = not tested or not shown. A portion of the library; rates above refer to the full screens.

SMILES,TPT1 inhibitor,Fam108B counter,GLD-1 TGE inh,GSTO1 inh,Bcl-xL primary,PME-1 primary,MEX-5 binding,MCL1-BIM inh,PAD4 FP inh
CN(C)c1ccc(NC(=O)CN2C(=O)CN=C(c3ccccc3)c3cc(Cl)ccc32)cc1,2,1,4,0,3,-5,-1.5,-5,-1
Cc1cc(OC(C)C(=O)NCC(O)c2ccccc2)c2c3c(c(=O)oc2c1)CCC3 (stereo unspecified),0,-1,-5,3,2,6,0.0,-4,-4
CC[N+](CC)(CC#CCO)CC#Cc1ccccc1,-1,3,2,6,2,3,0.3,-1,-4
N[C@@H](Cc1cc(Br)c(O)c(Br)c1)C(=O)O,2,5,-1,15,10,-1,-3.6,-3,-2
O=C1/C(=C/c2cccc([N+](=O)[O-])c2)N2CCC1CC2,-1,-3,1,-6,-7,-1,1.0,-7,2
COC(=O)C1=C(c2ccccc2)C[C@@H]2CC[C@H]1N2C(=O)N1CCCC1,-2,0,1,1,4,-1,1.4,3,2
O=C(COc1ccccc1)Nc1ccc(Cl)cc1C(=O)c1ccccc1,2,-5,4,-4,-1,-10,1.5,-5,-5
NS(=O)(=O)c1ccc(N=Cc2c(O)n(-c3ccccc3)c(=O)[nH]c2=O)cc1,9,-1,-12,-10,-7,-3,2.9,-17,0
O=C(Nc1ccc2c(c1)OCO2)c1cn(Cc2ccc(F)cc2)nn1,-2,3,1,2,-1,5,-1.1,-2,-4
COc1ccc2ccc(O)c(CN3CC=C(c4ccccc4)CC3)c2c1,-3,1,3,-1,8,-9,1.6,-3,-3
CC(C)c1oc(=O)cc2c1[C@@H](O)[C@H]1OC(=O)[C@@]3(C)CC[C@@H](O)[C@@]2(C)C13 (stereo partly specified),1,-2,-2,-6,0,-6,1.1,5,11
CNCCc1c[nH]c2ccccc12,1,-1,1,1,-4,-5,-1.1,2,0
CC(=O)N(C1=NCCCS1)c1ccc(F)cc1,-8,-1,0,-1,0,-2,-2.3,2,1
CCCn1cc(C(=O)O)cn1,2,5,2,-4,-1,-2,-1.2,5,-3
CCC1(c2cccc(O)c2)CCCCN(C)C1 (stereo unspecified),0,2,2,7,5,-1,/,-2,1
CCOC(=O)c1c(N)n(CCN2CCOCC2)c2nc3ccccc3nc12,-2,-1,-8,-1,4,-3,-1.4,-2,-4
CC(=O)Nc1ccc(C(=O)OCC(=O)Nc2ccc(Cl)cc2C(=O)c2ccccc2)cc1,-1,-11,-2,-6,-2,-19,1.9,-7,-12
CC(=O)O[C@H]1CCC2C3CCC4=CC(=O)CCC4=C3C=C[C@@]21C (stereo partly specified),0,-2,2,16,12,1,-2.5,15,-5
C[C@@H]1O[C@@H](O[C@@H]2C=C3CCC4C(CC[C@]5(C)[C@@H](c6ccc(=O)oc6)CC[C@]45O)[C@@]3(C)CC2)[C@H](O)[C@H](O)[C@H]1O (stereo partly specified),3,0,8,7,4,2,/,1,-3
Nc1c(C(=O)NCCN2CCOCC2)c2nc3ccccc3nc2n1Cc1ccco1,7,-1,6,12,18,0,-7.5,20,-4
Cc1ccc(C2SCC(=O)Nc3c2c(=O)[nH]n3C2CCOC(C)(C)C2)cc1 (stereo unspecified),-5,1,4,-3,10,2,-0.1,10,-1
CC(C)(C)NC(=O)CN1CCCN(C(=O)COc2ccc(Cl)c3ccccc23)CC1,/,/,11,/,10,0,/,3,-4
CCCC(=O)c1cc(CP(=O)(OCC)OCC)oc1C,-7,3,3,21,10,0,-1.9,16,2
CCCc1nc2ccccc2c(=O)n1-c1ccc(O)cc1,2,-2,4,-2,0,0,-1.4,0,2
Cc1ccc(N2C(=O)NC(=O)C3(Cc4ccccc4N4CCCC43)C2=O)cc1 (stereo unspecified),3,1,-2,-1,7,-1,-2.5,6,-2
CCn1c(O)c(C=Nc2ccc(N3CCOCC3)c(Br)c2)c(=O)n(CC)c1=S,4,6,-1,2,2,-2,1.5,1,-8
CCCCCCCCCCCCn1ccc(=N)cc1,0,-1,0,3,-1,1,0.2,-4,2
CCC(=NCc1cccnc1)c1c(O)n(C2CCCCC2)c(=O)[nH]c1=O,0,-4,3,-4,3,-2,1.3,5,-1
CC1CCCN(C(=O)CN2C3CCC2CC(O)(c2ccc(F)cc2)C3)C1 (stereo unspecified),1,-1,4,-8,4,-1,3.3,-3,4
CCOc1cc(CNC(C)C(O)c2ccccc2)cc(Cl)c1OCC (stereo unspecified),-4,-1,7,1,1,5,-1.8,8,3
Cc1ccc2c(c1)C1CN(C)CCC1N2C(=S)Nc1cccnc1 (stereo unspecified),0,-1,0,-1,5,-5,0.8,5,-4
COc1cccc(OC)c1CN1CCCC(C(=O)c2cccc(Cl)c2)C1 (stereo unspecified),0,1,1,6,0,5,-2.6,-7,0
N=c1ccccn1Cc1ccccc1,1,-3,-6,3,8,-2,3.2,7,-1
Cc1nc2cc(-c3ccccc3)nn2c(C)c1CCC(=O)N1CCC2(CC1)OCCO2,1,1,3,6,3,2,0.3,-4,4
CCOP(=O)(OCC)C1(C(=O)O)CCCC1,4,0,2,0,10,0,-0.1,-1,-3
COC(=O)C1=C(c2cc3ccccc3s2)C[C@@H]2CC[C@H]1N2C(=O)NCC1CC1,1,3,3,-2,4,1,1.2,13,4
O=C(N=Nc1c(O)[nH]c(=O)[nH]c1=O)C1COc2ccccc2O1 (stereo unspecified),0,-2,6,33,4,-2,18,3,-5
CCC1C2CC3C4N(C)c5ccccc5C45CC(C2C5O)N3[C@@H]1O (stereo partly specified),1,-1,-1,2,0,4,2.6,2,-3
CCCCn1c(=O)c(C=Nc2cc([N+](=O)[O-])ccc2OC)c(O)n(CCCCl)c1=O,74*,-5,-53,15,-56,-11,4.9,-122,-3
CC1(C)CC(=O)C=C(NCCN2CCN(C(=O)Cc3ccc(Cl)cc3)CC2)C1,-4,3,-2,4,9,0,1.7,-1,3
CCN(CC)c1ccc(/C=C2/C(=O)NC(=O)N(CC3CCCO3)C2=O)cc1 (stereo unspecified),-12,-2,30,43*,52*,-8,-3.8,50*,-15
CCN(CC)CCCN=Cc1c(O)n(-c2cccc(C)c2C)c(=O)[nH]c1=O,5,-1,-5,7,-1,-7,0.7,2,-3
O=C(O)c1nn(Cc2ccc(Cl)cc2Cl)c2ccccc12,-4,-7,13,0,2,1,0.2,-2,-7
CC1=CC2/C=C(\C)CCC(O)C(O)/C=C/C(=O)C23C(=O)NC(CC(C)C)C3C1C (stereo unspecified),-5,5,5,-5,1,4,2.7,-2,-9
COC(=O)c1c(C)n(Cc2ccccc2)c2ccc(O)cc12,1,11,-11,-3,8,9,-1.6,8,-2
COc1ccc(NC(=O)CN2CC=C(c3ccccc3)CC2)cc1S(=O)(=O)N1CCOCC1,1,3,2,-1,6,5,1.8,-6,1
COc1cccc(C(=O)C2CCCN(Cc3ccccn3)C2)c1 (stereo unspecified),0,7,3,1,2,2,-0.7,7,-2
CCOP(=O)(OCC)c1cccc(OP(=O)(c2cccc([N+](=O)[O-])c2)c2cccc([N+](=O)[O-])c2)c1,1,1,9,-1,5,4,1.9,5,2
Cn1c(O)c(C=NCCCN2CCCC2=O)c(=O)n(C)c1=O,-6,0,5,-3,2,-5,3.0,1,6
Cn1cc(C(O)CN2CCCCC2)c2ccccc21 (stereo unspecified),-1,-3,-4,-3,2,2,-0.1,6,2
CCCCn1c(O)c(C(C)=NCc2cccnc2)c(=O)[nH]c1=O,0,-2,0,-4,0,4,-2.5,0,5
Cc1cc(/C=C2\C(=O)NC(=O)N(c3cccc(F)c3)C2=O)c(C)n1-c1cc(C(=O)O)cc(C(=O)O)c1,11,-2,-5,-1,8,-3,-2.8,8,0
C[C@@]1([C@@H](NP(=O)(c2ccccc2)c2ccccc2)c2ccccc2)C[C@H]1CCO,-4,1,6,-2,4,2,3.4,7,-1
COC(=O)C1=C(c2ccc(F)cc2F)C[C@@H]2CC[C@H]1N2C(=O)NC1CC1,/,/,-5,/,4,-1,/,2,-3
CCCCCn1c(=O)c(C(=O)Nc2ccccc2)c(O)c2ccccc21,1,-3,-5,-4,1,5,-0.3,-7,-7
O=Cc1cn(Cc2ccc(F)cc2)c2ccccc12,0,6,5,5,6,1,2.2,9,-2
O=Cc1cn(Cc2c(F)cccc2Cl)c2ccccc12,-3,-3,2,0,3,-1,-0.6,3,2
COc1ccccc1N1CCN(Cc2ccc3c(c2)OCO3)CC1,-2,-1,5,7,5,-6,1.5,1,2
COc1ccc(/C=C2/C(=O)N(Cc3ccco3)C(=O)N(C(C)C)C2=O)cc1,57*,0,-61,16,-65,0,11,-123,-8
COc1ccc(CCNCC2CCCO2)cc1 (stereo unspecified),0,1,10,3,4,1,-3.6,6,-4

Other records
SMILES,TPT1 inhibitor,Fam108B counter,GLD-1 TGE inh,GSTO1 inh,Bcl-xL primary,PME-1 primary,MEX-5 binding,MCL1-BIM inh,PAD4 FP inh
c1ccc(C2N3CCCN23)cc1 (stereo unspecified),1,-1,4,2,0,-2,-0.9,-5,-2
CCC(=NC1CC1)c1c(O)n(C2CCCCC2)c(=O)[nH]c1=O,3,2,-4,-10,1,-3,-0.7,9,-2
C=Cn1ccnc1P(=S)(c1ccc(N(C)C)cc1)c1nccn1C=C,5,-4,8,5,-1,-2,-1.6,0,-16
COc1ccc(O)c(CN2CCCC(C(=O)c3ccccc3SC)C2)c1 (stereo unspecified),-7,0,11,9,6,0,-0.6,-5,-2
O=[N+]([O-])c1cc(F)c(N2CCCC2)cc1N1CCNCC1,2,1,0,2,2,2,2.9,5,-1
Cc1ncc([N+](=O)[O-])n1CCOc1nonc1N,-2,-2,-1,7,7,-1,1.6,-5,-5
COc1cc2c(cc1OC)[C@@H]1C(=O)c3ccc4c(c3O[C@@H]1CO2)C[C@H](C(C)C)O4,5,0,2,7,2,-1,0.2,-5,1
CC(C)=CCC12CN3CCN(CC(C3)C1=O)C2,-4,2,-10,-1,-2,-2,2.3,-2,5
CCC1=CCN(CCc2c(C)[nH]c3ccccc23)CC1,-6,0,0,10,2,3,0.6,5,1
O=C(COC(=O)Cc1ccccc1)NC12CC3CC(CC(C3)C1)C2,1,1,3,33,-4,0,0.7,2,-3
Cc1ccccc1-n1c(C)nc2ccccc2c1=O,-5,1,2,7,2,-2,-2.2,4,-5
CC1(C(=O)O)CCCC2(C)c3cc(O)ccc3CCC12 (stereo unspecified),2,-5,0,-5,2,-6,-0.9,0,3
O=C(O)CCn1cc(C=C2C(=O)NC(=S)NC2=O)c(-c2cccc(Br)c2)n1,-2,-5,-9,-32,6,1,-13,7,0
C=CCN1C(=O)C2(C(C(=O)OCC)=C(N)Oc3c2c(=O)oc2ccccc32)c2ccccc21 (stereo unspecified),4,-1,-1,3,8,-1,2.1,2,-5
